# S100A4 inh HTS: inhibitors of S100A4-myosin IIA peptide binding, primary screen, biochemical, fluorescence polarization, TAMRA-MyoIIA peptide | actives 0.14% (n = 360,000) | Protein S100-A4 (Homo sapiens), P26447 | inhibition, % at 10.7 µM | AID 652163, 2013;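 active = mean inhibition of at least 70% across replicates, with every replicate also reaching that level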
# Target sequence (P26447 whole entry, looked up): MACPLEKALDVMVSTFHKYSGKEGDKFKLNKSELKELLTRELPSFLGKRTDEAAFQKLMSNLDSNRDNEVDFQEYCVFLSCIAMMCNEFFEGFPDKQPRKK
#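 Test system – S100A4 monomer (human) · Compound – single-point compound testing · Schedule – 5 min incubation before reading · Probe or stimulus – TAMRA-labelled myosin IIA heavy-chain peptide probe, 5 nM · Benchmarks – neutral control DMSO, positive control TFP · Medium – Calcium-containing HEPES buffer, pH 7.2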
# Cneo AK release: Cryptococcus neoformans cell lysis inducers, primary screen, AK release luminescence, single concentration. C. neoformans lysis, adenylate kinase release luminescence, 4 h; normalised: neutral wells 0, clomiphene wells 100. lysis activity, % at 15 µM. actives 0.2% (n = 360,000). AID 651654, 2012;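 active = mean lysis activity across replicates of at least 80%, whatever share of replicates individually reach that level; inactive = mean lysis activity below 80%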
#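 Assay system: Cryptococcus neoformans yeast cells / Dosing: single-point compound dose / Timing: 4 h at 37 °C static, read 1 h later / Measured by: luminescence of released adenylate kinase using an AK detection reagent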
# C2C12 statin: suppressors of statin myotoxicity in C2C12 myotubes, primary screen, cell-based, single point, plate reader; C2C12 myotubes + simvastatin, ATP luminescence, 48 h; scaled: DMSO 0, geranylgeraniol control 100; AID 602340, 2012; rescue of ATP level, % at 7.49 µM; actives 0.78% (n = 330,000);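 active = mean ATP rescue above about 67%, or every replicate alone reaching that limit, limit read from the data, passing the limit was not always enough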;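 also: myotubes were challenged with 10 µM simvastatin during compound exposure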
# PGC1a acetyl inh: inhibitors of PGC1a acetylation signal, primary screen, cell-based, U2OS, AlphaScreen, inhibitor mode; AlphaScreen anti-acetyl-lysine; with virally co-expressed GCN5 acetyltransferase; inhibition, % at 15.6 µM; actives 0.17% (n = 350,000); AID 651687, 2012;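 active = every replicate shows inhibition of at least 40%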;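 also: 0% = neutral control wells and 100% = positive control wells; some results beyond the cut were filed as inactive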
# ERAP1 HTS inh: human ERAP1 aminopeptidase inhibitors, primary screen, biochemical, single point, plate reader. inhibition, % at 10.7 µM. actives 0.15% (n = 340,000). recombinant ERAP1, Leu-AMC fluorescence, 60 min. Endoplasmic reticulum aminopeptidase 1 (Homo sapiens), Q9NZ08;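 active = mean replicate inhibition of at least 30%, or all replicates individually reaching that 30% level; inactive = mean below 30% and not every replicate reaching it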;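 also: 0% = neutral control wells and 100% = L-leucinethiol positive control wells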
# Xi reactivation: activators of inactive X chromosome reactivation, primary screen, imaging, XiGFP fibroblasts, GFP high-content imaging, set 2 | XiGFP mouse fibroblasts, % GFP-positive cells imaging, 3 d; cells co-treated with 5-aza-dC sensitizer; scaled so ellipticine positive control = 100% | activation, % at 7.58 µM | AID 743238, 2013 | actives 0.055% (n = 360,000);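 active = mean normalized replicate activation at least 10% and every replicate at or above 10%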;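 also: 0% = median of on-plate neutral control wells and 100% = ellipticine 6 µM median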
#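 Schedule: 3 d treatment, 15 min room-temperature fixation; system: 68-5-11 XiGFP fibroblast line; buffer or medium: DMEM plus 5-aza-dC sensitizer; control set: ellipticine 6 µM positive control; compound: one concentration, pinned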
# LGR2 antag: inhibitors of bursicon-induced LGR2 CRE-luciferase signal, primary screen, cell-based, HEK293, CRE-luciferase reporter, bursicon stimulation | actives 0.35% (n = 380,000) | Drosophila bursicon receptor LGR2 (rickets) | bursicon-stimulated, 4 h | inhibition, % at 9.99 µM;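 active = drop in luminescence signal, shown as inhibition above about 50% in the replicate tests, limit read from the data, passing the limit was not always enough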;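 also: agonist challenge used bursicon conditioned medium at about half maximal strength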
# SIRT5 inh: SIRT5 desuccinylase inhibitors, primary screen, biochemical, fluorescence imaging, single point, set 5. NAD-dependent protein deacylase sirtuin-5, mitochondrial (Homo sapiens), Q9NXA8. Purified SirT5, succinyl-peptide AMC, trypsin-coupled fluorescence. inhibition, % at 15 µM. actives 1.1% (n = 330,000); in the data active = inhibition above about 15%
# Target sequence (Q9NXA8 whole entry, looked up): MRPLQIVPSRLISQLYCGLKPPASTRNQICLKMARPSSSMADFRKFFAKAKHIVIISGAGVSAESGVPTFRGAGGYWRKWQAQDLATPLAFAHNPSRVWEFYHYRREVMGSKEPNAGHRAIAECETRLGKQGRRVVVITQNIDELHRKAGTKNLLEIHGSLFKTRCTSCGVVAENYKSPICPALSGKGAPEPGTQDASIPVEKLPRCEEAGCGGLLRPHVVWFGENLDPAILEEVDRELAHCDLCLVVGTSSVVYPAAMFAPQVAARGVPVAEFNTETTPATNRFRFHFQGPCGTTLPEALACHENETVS
# Starred values were filed as active, the others as inactive; x = not tested or not shown; & = joins results of further samples. Not all compounds are listed, so the mix of outcomes need not match the whole.
# Sample of the layout (5 entries):
SMILES,S100A4 inh HTS,Cneo AK release,C2C12 statin,PGC1a acetyl inh,ERAP1 HTS inh,Xi reactivation,LGR2 antag,SIRT5 inh
Cc1ccc(OCc2ccc(C(=O)Nc3nc4ccccc4n3C)o2)c([N+](=O)[O-])c1,4,9,x,8,2,0.1,7,x
COc1cccc(CNC(=O)CCC2CCCN(C(=O)C3CCOCC3)C2)c1 (stereo not drawn),3,6,4,-7,-2,0.2,-1,-1
Cc1ccc(S(=O)(=O)N(C)C[C@H]2Oc3cc(C#Cc4ccccc4)ccc3S(=O)(=O)N([C@@H](C)CO)C[C@H]2C)cc1,-2,-15,0,10,3,0.9,0,12
CCOc1ccc(NC(=O)CSc2nnc(Cc3cccn3C)n2-c2ccc(OC)cc2)cc1,-1,5,-2,1,-5,x,9,2
Cc1c(Cl)cccc1Nc1nc(N)nc(CSc2nc3ccccc3s2)n1,-2,x,x,x,-1,0.0,-23,-1

# This part in full, previewed entries included:
SMILES,S100A4 inh HTS,Cneo AK release,C2C12 statin,PGC1a acetyl inh,ERAP1 HTS inh,Xi reactivation,LGR2 antag,SIRT5 inh
Cc1ccc(OCc2ccc(C(=O)Nc3nc4ccccc4n3C)o2)c([N+](=O)[O-])c1,4,9,x,8,2,0.1,7,x
COc1cccc(CNC(=O)CCC2CCCN(C(=O)C3CCOCC3)C2)c1 (stereo not drawn),3,6,4,-7,-2,0.2,-1,-1
Cc1ccc(S(=O)(=O)N(C)C[C@H]2Oc3cc(C#Cc4ccccc4)ccc3S(=O)(=O)N([C@@H](C)CO)C[C@H]2C)cc1,-2,-15,0,10,3,0.9,0,12
CCOc1ccc(NC(=O)CSc2nnc(Cc3cccn3C)n2-c2ccc(OC)cc2)cc1,-1,5,-2,1,-5,x,9,2
Cc1c(Cl)cccc1Nc1nc(N)nc(CSc2nc3ccccc3s2)n1,-2,x,x,x,-1,0.0,-23,-1
COc1ccc(CN2C(=O)c3cccnc3C2=O)cc1S(=O)(=O)NCc1ccc(C)o1,0,-1,5,-1,3,0.0,-3,-1
CC(C)C#Cc1ccc2c(c1)O[C@H](CN(C)C(=O)CC1CC1)[C@H](C)CN([C@H](C)CO)S2(=O)=O,1,0,-17,-3,1,0.6,3,3
COc1cc(NC(=O)c2ccccc2Cl)c(OC)cc1NC(=O)CN1CCCCC1,1,x,x,1,-3,0.0,9,-3
Cc1cc2c(cc1C)NC1=C(N2)OC(c2cccc(O)c2)C1=O (stereo not drawn),0,x,x,x,-3,0.2,-18,-2
CO[C@@H]1CN(C)C(=O)c2ccc(NC(C)=O)cc2OC[C@@H](C)N(C(=O)CC2CC2)C[C@@H]1C,x,-2,3,0,x,-0.2,-18,-8

# Six compounds drawn at random from those above, as already listed:
SMILES,S100A4 inh HTS,Cneo AK release,C2C12 statin,PGC1a acetyl inh,ERAP1 HTS inh,Xi reactivation,LGR2 antag,SIRT5 inh
COc1cc(NC(=O)c2ccccc2Cl)c(OC)cc1NC(=O)CN1CCCCC1,1,x,x,1,-3,0.0,9,-3
CO[C@@H]1CN(C)C(=O)c2ccc(NC(C)=O)cc2OC[C@@H](C)N(C(=O)CC2CC2)C[C@@H]1C,x,-2,3,0,x,-0.2,-18,-8
Cc1cc2c(cc1C)NC1=C(N2)OC(c2cccc(O)c2)C1=O (stereo not drawn),0,x,x,x,-3,0.2,-18,-2
COc1ccc(CN2C(=O)c3cccnc3C2=O)cc1S(=O)(=O)NCc1ccc(C)o1,0,-1,5,-1,3,0.0,-3,-1
Cc1c(Cl)cccc1Nc1nc(N)nc(CSc2nc3ccccc3s2)n1,-2,x,x,x,-1,0.0,-23,-1
Cc1ccc(S(=O)(=O)N(C)C[C@H]2Oc3cc(C#Cc4ccccc4)ccc3S(=O)(=O)N([C@@H](C)CO)C[C@H]2C)cc1,-2,-15,0,10,3,0.9,0,12

# (continued)
SMILES,S100A4 inh HTS,Cneo AK release,C2C12 statin,PGC1a acetyl inh,ERAP1 HTS inh,Xi reactivation,LGR2 antag,SIRT5 inh
COc1ccc(CNCC2COc3ccccc3O2)cc1 (stereo not drawn),-1,-3,7,8,0,0.0,-35,-1
O=C(C1CCCC1)N1CCCCN2[C@H](C1)[C@@H](c1ccc(-c3cccc(F)c3)cc1)[C@@H]2CO,10,0,x,1,-1,x,x,9
CC(O)[C@H]1CNCCN1CCc1cccc(F)c1 (stereo partly drawn),-3,0,-2,0,-3,0.2,-17,-1
COc1ccc2c3c([nH]c2c1)[C@H](CO)N(C(=O)Nc1ccc(F)cc1)CC31CN(S(=O)(=O)c2ccccc2)C1,8,x,x,x,2,0.2,2,1
C[C@@H]1CN([C@H](C)CO)C(=O)c2c(c3ccccc3n2C)-c2ccccc2CO[C@H]1CN(C)C(=O)c1ccccc1,3,1,53,-6,-1,0.5,-2,4
COc1ccc(NC(=O)N(C)C[C@@H]2OCCCC[C@H](C)Oc3ccc(N(C)C)cc3C(=O)N([C@@H](C)CO)C[C@@H]2C)cc1,-1,4,-1,-1,-4,-1.1,-8,6
Cc1cc(OCC(=O)NC2CC(C)(C)NC(C)(C)C2)c2c(C)cc(=O)oc2c1,-4,0,8,-6,0,0.3,-1,-16
CC=Cc1ccc2n(c1=O)C[C@@H]1[C@@H](CO)[C@H](C(=O)NCC)[C@H]2N1Cc1cccc(Cl)c1 (mixture of isomers),0,1,-36,x,1,0.4,-6,-13
COCCOC(=O)N1C(=O)[C@@]2(c3cc(C#CCNC(N)=O)ccc31)[C@H](c1ccccc1OCCO)N1[C@H](c3ccccc3)[C@H](c3ccccc3)OC(=O)[C@H]1[C@@H]2C(N)=O,3,-14,x,-11,4,x,x,7
COc1cccc(S(=O)(=O)N(C)C[C@@H]2Oc3ncc(C#CCC(C)C)cc3C(=O)N([C@H](C)CO)C[C@@H]2C)c1,4,-16,12,-8,-2,0.6,-2,0
CCCN1C[C@H](C)[C@H](OC)CN(C)C(=O)c2ccc(NC(=O)C3CCOCC3)cc2OC[C@@H]1C,6,-40,4,-4,2,-0.3,2,-1
CCCCn1c(N)c(N(CCOC)C(=O)c2ccco2)c(=O)[nH]c1=O,1,1,11,-4,3,0.0,18,-2
CC(NC(=O)c1ccccc1)c1nnc(SCC(=O)NC2=NCCS2)n1C (stereo not drawn),2,x,-7,x,-1,0.0,-8,-4
Cc1cc(=O)oc2c(C)c(OC(C)C(=O)NCCCN3CCCC3=O)ccc12 (stereo not drawn),1,-2,6,-17,-1,0.1,2,26*
CC(C)c1nccn1CCC(=O)O,-2,x,x,x,0,x,0,-4
O=C(Nc1ccc(Cl)cc1)N(Cc1nnc2n1CCCCC2)c1ccccc1,-16,-11,3,-9,3,x,-8,0
Cc1noc(C)c1NC(=O)N(C)C[C@H]1OCCCC[C@@H](C)Oc2ccc(NC(=O)Nc3ccccc3)cc2C(=O)N([C@@H](C)CO)C[C@H]1C,x,5,x,13,x,-1.0,2,x
COc1ccc(/C=N\NC(=O)c2ccccc2Br)cc1COc1ccc(F)cc1,0,2,-18,x,2,0.1,2,-3
COc1ccc(C2=Nn3c(nnc3-c3ccccc3C(F)(F)F)SC2)cc1OC1CCOC1 (stereo not drawn),3,0,-6,x,1,-0.3,3,x
O=C(NC1CCC1)[C@H]1[C@H](CO)[C@H]2Cn3c(ccc(-c4ccccc4)c3=O)[C@H]2N1CC1CC1,3,x,x,5,1,0.8,-15,-1
COc1ccccc1S(=O)(=O)N(C)C[C@@H]1OCc2cnnn2CCCC(=O)N([C@H](C)CO)C[C@@H]1C,-14&2,0&52,-2&-1&-13,-4&1,5&-3,0.3&0.6,-1&-27,-1&-1

# Screens deposited in PubChem BioAssay by Broad Institute.
